# GalR3 antagonist – antagonists of human GalR3. O60755. HEK293 GalR3-CNG cAMP membrane potential fluorescence; galR3 body fused to GalR1 C-terminus. inhibition, % at 3 µM. 360,000 compounds, 0.44% hits;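 active = inhibition above the screen-wide average plus 3 SD, cut at about 13% in these data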;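 also: forskolin and galanin both at EC90 stimulate the cells; cAMP rise reported by CNG channel membrane potential dye signal; 0% = forskolin plus galanin with DMSO and 100% = forskolin alone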
# Target sequence (O60755 1-299 limits assumed): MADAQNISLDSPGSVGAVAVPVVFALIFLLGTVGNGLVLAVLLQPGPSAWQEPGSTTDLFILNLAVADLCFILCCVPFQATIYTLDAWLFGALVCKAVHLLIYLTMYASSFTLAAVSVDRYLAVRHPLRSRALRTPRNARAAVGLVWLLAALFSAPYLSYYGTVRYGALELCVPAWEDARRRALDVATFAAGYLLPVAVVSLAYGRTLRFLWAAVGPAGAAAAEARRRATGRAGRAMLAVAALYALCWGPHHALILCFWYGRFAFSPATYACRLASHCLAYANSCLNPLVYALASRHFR
# FID counter – displaces DNA intercalator in HCV helicase counter-screen; 290,000 compounds, 0.17% hits; DNA fluorescent intercalator displacement, fluorescence; AID 1845; inhibition, % at 7.9 µM; in the data active = inhibition above about 37%;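 also: 0% = vehicle and 100% = reference compound; higher means more ethidium bromide displaced from hairpin DNA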
# GPR7 antagonist – antagonists of human GPR7 (neuropeptides B/W receptor 1) | AID 1861 | P48145 | 290,000 compounds, 1.1% hits | inhibition, % at 4.4 µM | GPR7-expressing cells, fluorescence antagonist assay; in the data active = inhibition above about 16%, passing the limit was not always enough;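 also: cells stimulated with the agonist NPW; 0% = agonist with vehicle and 100% = vehicle without agonist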
# PHOSPHO1 inh – PHOSPHO1 (human) inhibition; 290,000 compounds, 1.1% hits; inhibition, % at 13.3 µM; recombinant PHOSPHO1, absorbance phosphatase assay; AID 1565; Q8TCT1; in the data active = inhibition above about 60%
# Target sequence (Q8TCT1 whole entry, looked up): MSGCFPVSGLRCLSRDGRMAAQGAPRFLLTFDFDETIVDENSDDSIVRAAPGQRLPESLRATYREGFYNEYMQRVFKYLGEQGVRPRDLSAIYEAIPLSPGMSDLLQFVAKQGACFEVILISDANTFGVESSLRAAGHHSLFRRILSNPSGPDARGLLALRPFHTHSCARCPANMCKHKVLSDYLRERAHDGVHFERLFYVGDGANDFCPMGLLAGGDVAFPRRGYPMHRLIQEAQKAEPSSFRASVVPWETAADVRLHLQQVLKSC
# HCV NS3 hel inh – blocks Hepatitis C virus NS3 helicase unwinding. NS3 helicase DNA unwinding, Cy5 molecular beacon fluorescence. inhibition, % at 10.9 µM. 290,000 compounds, 0.56% hits;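 active = inhibition above the mean of all tested compounds plus 3 SD, set per campaign, cut at about 35% in these data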;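 also: 0% = DMSO wells and 100% = thioflavine S control wells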
#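 System: NS3 helicase fragment of HCV / Schedule: 1 h at 25 °C / Control set: DMSO alone as 0% and 110 µM thioflavine S as 100% / Reagent: Cy5/quencher beacon DNA duplex and ATP to start / Technique: Cy5 fluorescence / Replication: singlicate / Evaluation: % inhibition of end-to-start signal ratio versus controls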
# VIM-2 inhibitor – inhibitors of Pseudomonas aeruginosa VIM-2 metallo-beta-lactamase; purified VIM-2, nitrocefin hydrolysis, epi-absorbance fluorescence; inhibition, % at 5.6 µM; 290,000 compounds, 0.89% hits; AID 1527;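 active = inhibition above the mean of all tested compounds plus 3 SD, cutoff set per screening run, cut at about 7.5% in these data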;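 also: red hydrolysis product quenches plate fluorescence so inhibitors raise well fluorescence; 0% = enzyme with DMSO and 100% = DMSO without enzyme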
# V1aR counter – counter-screen for oxytocin receptor agonists: human V1a receptor agonists; 320,000 compounds, 0.25% hits; AID 2797; P37288; activation, % at 3 µM; CHO-V1R cells, Fluo-8 calcium fluorescence, agonist mode; 0% DMSO, 100% 3 nM vasopressin;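 active = activation above the mean activation of all tested compounds plus 3 SD, per screening run, cut at about 20% in these data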;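 also: signal is peak over basal fluorescence ratio across a 100 second FLIPR read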
# IMP-1 inhibitor – blocks Pseudomonas aeruginosa IMP-1 metallo-beta-lactamase. purified IMP-1, nitrocefin hydrolysis, epi-absorbance fluorescence. inhibition, % at 5.6 µM. 290,000 compounds, 0.45% hits;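 active = inhibition above the mean plus 3 SD of all compounds in the same screening run, cut at about 4.5% in these data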;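 also: 0% = IMP-1 with DMSO and 100% = DMSO wells lacking enzyme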
#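 Material – recombinant IMP-1 enzyme, purified · Amount – IMP-1 0.2 nM before substrate addition · Medium – HEPES buffer pH 7.1 with ZnSO4 and Brij 35 · Timing – 25 °C, 15 min preincubation, 25 min reaction · Measured by – plate fluorescence quenching by hydrolysis product, ex 480/em 530 nm · Read-out – percent enzyme inhibition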
# OXTR agonist – human OXTR agonism; CHO-OTR cells, Fluo-8 calcium fluorescence; normalized: DMSO 0%, oxytocin 100%; activation, % at 3 µM; 320,000 compounds, 0.32% hits; AID 2435;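 active = activation above the mean of all tested compounds plus 3 SD, cutoff set per screening run, cut at about 20% in these data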;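 also: peak over basal fluorescence ratio from a 100 s FLIPR kinetic read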
# Target sequence (P30559 whole entry, looked up): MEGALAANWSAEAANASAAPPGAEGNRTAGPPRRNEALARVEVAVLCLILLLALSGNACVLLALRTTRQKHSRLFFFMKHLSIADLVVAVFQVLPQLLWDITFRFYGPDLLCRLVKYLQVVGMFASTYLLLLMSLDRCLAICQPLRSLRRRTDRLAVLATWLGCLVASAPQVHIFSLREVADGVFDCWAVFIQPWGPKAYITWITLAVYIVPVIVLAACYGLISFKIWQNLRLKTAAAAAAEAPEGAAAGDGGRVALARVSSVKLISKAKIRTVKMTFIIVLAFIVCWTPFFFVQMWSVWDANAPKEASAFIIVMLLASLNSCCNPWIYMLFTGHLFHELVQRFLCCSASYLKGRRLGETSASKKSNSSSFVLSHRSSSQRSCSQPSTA
# An asterisk follows results filed as active; . = not tested or not shown. This is a random part of the collection. About 4.3% of those tested had a hit in this group.
structure | GalR3 antagonist | FID counter | GPR7 antagonist | PHOSPHO1 inh | HCV NS3 hel inh | VIM-2 inhibitor | V1aR counter | IMP-1 inhibitor | OXTR agonist
COc1cc(CCCN2C(N)=NC[C@@H]2Cc2ccc(O)cc2)cc(OC)c1OC | -5 | . | . | 44 | . | . | -0.1 | . | 0.6
O=C(O)c1ccccc1-c1ccccc1C(=O)Nc1ccc(-c2nc3cc(Cl)ccc3o2)cc1 | -7 | 9 | -4 | -3 | -6 | -3.2 | 11 | -1.9 | 10
CCOC(CNC(=O)c1ccc2nc(N3CCC(C)CC3)sc2c1)OCC | -3 | -36 | -6 | -43 | -7 | -3.0 | 1.0 | -5.0 | -0.8
O=C(c1ccc(Cl)c([N+](=O)[O-])c1)N(Cc1ccco1)C1CCS(=O)(=O)C1 (stereo unspecified) | 2 | -9 | -9 | 32 | -4 | -0.5 | 1.4 | 1.4 | 1.3
CCOC(=O)CN1C(=O)C(=O)N(Cc2c(C)cc(C)cc2C)C1=O | -2 | -12 | 1 | . | 3 | -3.3 | -0.2 | 0.0 | 1.6
COc1ccc(C(=O)c2c[nH]c(C(=O)NCC3CCCO3)c2)cc1 (stereo unspecified) | -3 | -8 | 18 | -1 | 2 | -1.3 | 2.5 | -2.5 | 0.4
CCOCCCNC(=O)Cc1ccc(F)cc1 | -5 | 4 | -10 | 1 | 2 | -2.5 | 0.3 | -1.8 | -0.1
CSCC[C@H](N)C(=O)N1CCC(C(=O)N[C@H](C)C(=O)Nc2ccc(C(C)C)cc2)CC1 | -9 | 2 | -6 | 2 | -9 | -4.3 | 0.3 | -1.6 | 0.0
COc1ccc(CCC(C)NCc2ccc(C(F)(F)F)cc2)cc1 (stereo unspecified) | -2 | 22 | 6 | . | -37 | 0.2 | 9.7 | 0.3 | 4.1
COc1ccc(OC)c(NC(=O)CCN2CCC(C)CC2)c1 | -1 | 0 | 0 | 24 | 7 | -2.7 | -0.3 | -2.2 | 1.1
CC(C)CCNC(=O)CCSCCC(=O)NCCC(C)C | -5 | -14 | -2 | -2 | -3 | -3.3 | 0.2 | -2.1 | -2.0
CCCNc1c(NC(=O)COc2ccc(Cl)cc2)c(=O)oc2ccccc12 | -12 | -30 | -8 | 29 | -12 | -2.6 | 2.7 | -1.9 | 1.6
Cc1cccc(C)c1NC(=S)N(Cc1cccnc1)Cc1ccccc1Cl | 4 | -14 | -3 | -27 | -6 | -0.8 | -1.2 | -0.1 | -1.4
CC(C)C1=CC(=NS(=O)(=O)c2cccc([N+](=O)[O-])c2)C=C(C(C)C)C1=O | -5 | 4 | -10 | -9 | -2 | -0.1 | -0.4 | -3.5 | 0.9
CCCCNc1c(C(=O)OCC)c(=O)[nH]c2ccccc12 | -4 | -8 | -10 | -30 | 0 | -1.9 | 0.7 | -1.7 | 0.8
COc1ccc2nc(NC(=O)c3cccc(-c4cc5ccccc5oc4=O)c3)sc2c1 | 2 | -3 | -12 | -32 | 7 | -1.8 | 0.6 | -4.1 | -0.7
CCCc1c(C(=O)N/N=C/c2cccnc2)nnn1-c1nonc1N | -1 | -20 | 11 | 18 | 1 | -1.0 | 5.7 | -3.5 | 2.4
Cc1ccc(CNC(=O)COC(=O)[C@@H]2CC(O)CN2S(=O)(=O)c2ccc3c(c2)OCCO3)cc1 (stereo partly specified) | -5 | -34 | -9 | 19 | -7 | -1.2 | -0.5 | -2.9 | -0.1
CN(C)c1ccc(C2Nc3ccccc3C(=O)N2CCN2CCNC2=O)cc1 (stereo unspecified) | 1 | -22 | 5 | 41 | 0 | -0.1 | 0.6 | -0.1 | -0.9
Cc1c(C(=O)N(C)c2ccccc2Cl)cnn1-c1ccccc1 | -3 | -28 | 2 | . | -3 | 1.0 | -0.1 | 2.9 | -2.3
COc1cccc(C(=O)CSc2nnc(-c3ccco3)n2CC2CCCO2)c1 (stereo unspecified) | -4 | -15 | -11 | -7 | -7 | -0.2 | 1.1 | -3.6 | -0.8
COc1ccccc1CNS(=O)(=O)c1c(C)nc2sccn2c1=O | . | -5 | -11 | 18 | 11 | -2.3 | 0.5 | -2.7 | -0.2
COC(=O)CCC(=O)NC1CC(C)(C)Cc2c1cnn2-c1ccc(F)cc1 (stereo unspecified) | -7 | -23 | -12 | 26 | -1 | 0.0 | 0.0 | 0.3 | 0.8
Cc1ccc(-c2noc(N=O)c2NO)cc1 | -7 | 1 | 4 | 8 | -3 | -3.8 | 0.7 | -5.0 | 0.0
COc1ccc2oc(=O)c(C(=O)NCC3CCCO3)cc2c1 (stereo unspecified) | -3 | -4 | 4 | 4 | 8 | -1.8 | 0.5 | -0.3 | 0.0

# Next section.
SMILES,GalR3 antagonist,FID counter,GPR7 antagonist,PHOSPHO1 inh,HCV NS3 hel inh,VIM-2 inhibitor,V1aR counter,IMP-1 inhibitor,OXTR agonist
COc1cccc2sc(NC(=O)c3ccc(Br)s3)nc12,-1,4,-4,6,-2,-3.1,-0.3,-2.1,-2.0
CC1CCN(C(=S)c2cccc([N+](=O)[O-])c2)CC1,-2,1,6,15,-8,0.9,-0.5,-0.9,-1.0
CCOC(=O)N1CCC(NC(=O)C2CCCN2C(=O)OCc2ccccc2)CC1 (stereo unspecified),1,-12,-4,9,0,1.9,1.6,-1.7,1.4
CCOC(=O)c1cc(-c2ccc(/C=C3/C(=O)NC(=O)C(C#N)=C3C)o2)ccc1Cl,-7,5,-7,3,50*,-0.2,0.3,-1.7,-1.0
O=C(CSc1nc2ccccc2[nH]1)N1CCN(c2ccccc2)CC1,2,-26,-18,25,8,-2.3,-0.5,-2.4,-2.1
CC1=C(C(=O)OCC2CCCO2)C(c2ccncc2)C2=C(CCCC2=O)N1 (stereo unspecified),-2,-5,-6,13,3,-0.9,0.5,-3.0,0.2
Fc1ccc(NC(=S)Nc2cc(-c3ccccc3)[nH]n2)cc1Cl,-4,-3,-9,6,2,-3.4,3.8,-3.1,2.2
O=[N+]([O-])CC(c1ccc(F)cc1)c1c[nH]c2ccccc12 (stereo unspecified),-9,6,11,39,-11,-0.5,.,-2.8,.
Cc1csc2c(N(C)CCO)ncnc12,-2,-2,-8,12,6,0.7,0.5,-3.8,0.8
N#C/C(=C/c1cccc(O)c1)C(=O)NCc1ccc(Cl)cc1,-6,2,0,32,-8,-1.1,2.6,-1.0,3.0
CC(=O)Nc1ccc(OCc2ccc(S(=O)(=O)Cc3ccccc3)cc2)cc1,-6,-4,24,38,15,-2.2,6.7,-0.8,11
CC(O)CNc1nc2ccccc2n1CC(=O)N1CCN(Cc2ccccc2)CC1 (stereo unspecified),0,3,-11,25,-8,0.6,-0.7,-1.6,-0.5

# Reformatted with two lines to a compound: three of the compounds above
# Values run as follows: GalR3 antagonist	FID counter	GPR7 antagonist	PHOSPHO1 inh	HCV NS3 hel inh	VIM-2 inhibitor	V1aR counter	IMP-1 inhibitor	OXTR agonist
CCOC(=O)N1CCC(NC(=O)C2CCCN2C(=O)OCc2ccccc2)CC1 (stereo unspecified)
  1	-12	-4	9	0	1.9	1.6	-1.7	1.4
N#C/C(=C/c1cccc(O)c1)C(=O)NCc1ccc(Cl)cc1
  -6	2	0	32	-8	-1.1	2.6	-1.0	3.0
COc1cccc2sc(NC(=O)c3ccc(Br)s3)nc12
  -1	4	-4	6	-2	-3.1	-0.3	-2.1	-2.0

# Following part:
SMILES,GalR3 antagonist,FID counter,GPR7 antagonist,PHOSPHO1 inh,HCV NS3 hel inh,VIM-2 inhibitor,V1aR counter,IMP-1 inhibitor,OXTR agonist
CCOC(=O)N1CCN(S(=O)(=O)c2c(C)[nH]c(=O)[nH]c2=O)CC1,-2,-2,10,18,-9,2.2,0.8,-1.3,1.1
CN(C)c1ccc(P(=O)(Nc2ccccc2)N2CCOCC2)c(NC(=O)c2cccs2)c1 (stereo unspecified),-2,-9,-1,-10,-4,-1.6,-1.2,-2.7,-0.3
O=C(O)c1ccccc1-c1ccccc1C(=O)Nc1ccc2c(c1)CCC2,-8,-26,-10,34,14,0.0,0.0,-0.2,-0.2
Nc1nnnn1/N=C/c1ccc(N2CCCCC2)c([N+](=O)[O-])c1,4,1,-4,-1,7,-3.6,0.6,-3.7,-2.3
CCn1c(=O)cc(OCC(=O)Nc2ccccc2C#N)c2ccccc21,-2,-19,-12,22,-9,-3.6,-0.5,-4.3,-0.9
Cc1ccc(S(=O)(=O)N2CCCN(S(=O)(=O)c3ccc(C)cc3)CC2)cc1,1,-14,-11,53,5,-2.6,1.8,-2.4,0.7
CCOc1ccc(CN2CCNC(=O)C2CC(=O)NCCc2ccccn2)cc1 (stereo unspecified),-6,-13,-16,-16,1,-4.5,1.2,-2.8,0.5
CCOC(=O)N1CCC(Nc2c(-c3ccc(C)cc3)c(=O)c2=O)CC1,-4,-25,-1,-14,-2,-0.7,3.5,-1.1,1.5
Cc1ncsc1CCOC(=O)C12CC3CC(CC(C3)C1)C2,-8,-17,-7,-7,-6,-0.7,1.5,-1.6,1.8
O=C(NCc1ccco1)c1ccc(COCC(F)(F)F)cc1,-2,0,4,10,-7,-3.8,-1.1,-4.9,-1.4
O=C(NC(=S)NNS(=O)(=O)c1ccccc1)c1cccnc1,-6,10,-7,8,-1,-5.8,0.4,-2.6,0.6
CC1CCCCN1S(=O)(=O)c1ccc(C(=O)Nc2nnc(-c3ccncc3)o2)cc1 (stereo unspecified),-4,-44,-10,13,1,-4.2,0.1,-4.7,-0.6
Cc1cccc(OCC(=O)Nc2ccc3c(C)cc(=O)oc3c2)c1,-3,-3,-3,-4,0,-0.4,0.2,0.0,0.2
CC(O)CNc1nc2c(c(=O)n(C)c(=O)n2C)n1Cc1cccc(Br)c1 (stereo unspecified),2,-22,1,3,2,0.0,1.6,-2.0,0.2
COc1ccc(OC)c(S(=O)(=O)N2CCN(C(=O)CCc3ccccc3)CC2)c1,-1,-30,-4,20,-5,0.6,-0.3,0.1,0.3
CCCCCCC#Cc1cncc(C(=O)NNC(=O)Nc2cc(Cl)cc(Cl)c2)c1,-5,-4,-10,36,-1,-5.0,-0.2,-3.8,-0.6
O=C(Nc1ccc([N+](=O)[O-])cc1)Nc1ccc(OC(F)F)c(Cl)c1,-7,17,23*,0,9,-2.6,3.3,-1.9,12
Cc1ccccc1NC(=O)c1cccc(N2C(=O)C3C4CC(C(Br)C4Br)C3C2=O)c1 (stereo unspecified),-4,-39,18,36,10,0.9,.,0.1,.
COc1cc(C2C(C#N)=C(C)NC3=C2C(=O)c2ccccc23)cc(OC)c1OC (stereo unspecified),-6,3,13,-18,-4,-2.9,-1.0,-4.3,-0.2
